Screening data: PubChem BioAssay, several laboratories
Cdc42 wt GTP: modulators of GTP binding to wildtype Cdc42, primary screen, biochemical, multiplex bead flow cytometry, Bodipy-GTP. percent activity (GTP binding), % at 10 µM. GST-Cdc42 beads; actives lie on both sides. AID 761, 2007. 190,000 compounds, 0.2% hits. Cell division control protein 42 homolog (Homo sapiens), P60953;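 active = percent activity GTP binding at least 20 points away from the 100% baseline, either down as inhibitor or up as activator; inconclusive = compound flagged as likely green fluorescent from well-wide comparison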;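 also: median bead fluorescence of bound Bodipy-FL-GTP at 100 nM; 0% = excess unlabeled GTP control and 100% = no compound control; below 100% means less GTP binding so inhibitor and above means activator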
Target sequence (P60953 whole entry, looked up): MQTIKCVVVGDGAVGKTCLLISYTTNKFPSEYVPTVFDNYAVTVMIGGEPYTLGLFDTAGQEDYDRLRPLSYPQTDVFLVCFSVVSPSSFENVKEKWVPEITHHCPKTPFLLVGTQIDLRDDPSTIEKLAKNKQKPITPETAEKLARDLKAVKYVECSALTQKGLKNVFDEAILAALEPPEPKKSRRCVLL
RGS8-Gao reg: RGS8-Galphao binding modulators, primary screen, biochemical, multiplexed bead flow cytometry. Guanine nucleotide-binding protein G(o) subunit alpha (Homo sapiens), P09471. actives lie on both sides. response (percent of control binding), % at 10 µM. 220,000 compounds, 0.34% hits. AID 1423, 2008; in the data active = response below about 60% or above about 140%; inactive = in between;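 also: Galphao activated as the GDP aluminium fluoride complex binding bead-coupled RGS8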
Target sequence (P09471 whole entry, looked up): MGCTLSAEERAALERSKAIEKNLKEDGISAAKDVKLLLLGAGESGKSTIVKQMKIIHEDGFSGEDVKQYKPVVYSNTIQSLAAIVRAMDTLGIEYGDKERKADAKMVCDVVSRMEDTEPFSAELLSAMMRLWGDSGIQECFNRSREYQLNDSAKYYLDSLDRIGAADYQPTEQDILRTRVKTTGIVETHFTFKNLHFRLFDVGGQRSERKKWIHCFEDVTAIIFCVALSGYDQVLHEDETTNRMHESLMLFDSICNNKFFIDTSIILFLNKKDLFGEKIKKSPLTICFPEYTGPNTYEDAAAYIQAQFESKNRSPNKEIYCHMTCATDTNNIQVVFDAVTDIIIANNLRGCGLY
Pf gametocyte: late stage P. falciparum gametocyte viability inhibitors, primary screen, ATP luminescence, HTS | P. falciparum stage V gametocytes, 24 h | 150,000 compounds, 0.065% hits | AID 743093, 2013 | inhibition, % at 10.9 µM;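 active = inhibition above the mean plus 3 SD of compounds within the control limits, set per campaign, cut at about 38% in these data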;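 also: 0% = DMSO wells and 100% = medium only without gametocytes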
Rab2A wt mod: modulators of GTP binding to Rab2A wildtype, primary screen, biochemical, dog, bead-based flow cytometry, multiplex; 190,000 compounds, 0.19% hits; GST-Rab2 wt beads, Bodipy-GTP binding; Ras-related protein Rab-2A (Canis lupus familiaris), P61105; GTP binding activity, % at 10 µM;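 active = GTP binding activity at least 20 points away from 100%, either lowered or raised; inconclusive = signal likely due to the compound's own green fluorescence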;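 also: 0% = beads with excess unlabeled GTP and 100% = no-compound control corrected for plate trend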
Rab7 wt modul: modulators of GTP binding to Rab7, primary screen, biochemical, wildtype, multiplex bead flow cytometry; Rab7 GTPase wild type (dog), Bodipy-FL-GTP binding; GST-Rab7 beads, fluorescent GTP binding; actives lie on both sides; untreated = 100%, excess cold GTP = 0%; GTP binding activity (percent of control), % at 10 µM; 190,000 compounds, 0.055% hits;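 active = fluorescent GTP binding to Rab7 beads changed by at least 20 points from the 100% baseline, either direction, mostly lower; inconclusive = compound itself probably fluorescent, or too few beads counted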;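 also: median green fluorescence of bound Bodipy-FL-GTP per Rab7 bead population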
Rac1 wt GTP bind: wildtype Rac1 GTP binding modulators, primary screen, biochemical, GST-Rac1 beads, flow cytometry, multiplex | 190,000 compounds, 0.27% hits | AID 757, 2007 | GTP binding activity (% of control), % at 10 µM | fluorescent GTP binding; actives lie on both sides; 0 = cold GTP competed, 100 = untreated;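 active = GTP binding activity at least 20 points away from the 100% control level, either lower or higher; inconclusive = compound flagged as likely green fluorescent, judged across all proteins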
Rac1 mut GTP: GTP binding modulators of activated mutant Rac1, primary screen, biochemical, bead-based flow cytometry, multiplex, fluorescent GTP | 190,000 compounds, 0.11% hits | AID 764, 2007 | Ras-related C3 botulinum toxin substrate 1 (Homo sapiens), P63000 | GST-Rac1 activated beads; actives lie on both sides; 100% means binding = to untreated wells | percent activity (GTP binding), % at 10 µM;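 active = GTP binding at least 20 percentage points away from the 100% baseline, in either direction, so actives lie on both sides; inconclusive = Compound likely fluorescent itself, or too few beads counted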
Mcl1 Bid PPI: Mcl-1/Bid binding inhibitors, primary screen, biochemical, TR-FRET, 1536-well; TR-FRET Mcl-1/Bid-Dy647 peptide binding; inhibition, % at 21.7 µM; 220,000 compounds, 0.97% hits;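 active = compounds that cut the binding signal by more than half at the single screening dose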;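 also: His-tagged Mcl-1 with europium anti-His antibody binding Bid BH3 peptide; 0% = Mcl-1 plus peptide wells and 100% = peptide-only wells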
Mcl1-Noxa inh: Mcl-1/Noxa binding inhibitors, primary screen, biochemical, TR-FRET, 1536-well. inhibition, % at 21.7 µM. 220,000 compounds, 1.5% hits. TR-FRET Mcl-1/Noxa peptide binding, 2 h;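 active = compounds that cut the protein-peptide binding signal by more than 50% relative to plate controls in a single-dose test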;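 also: His-tagged Mcl-1 with rhodamine Noxa BH3 peptide and terbium anti-His antibody; 0% = Mcl-1 plus Noxa peptide wells and 100% = peptide-only wells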
Bim-Mcl-1: inhibitors of Bim peptide binding to Mcl-1, primary screen, biochemical, bead-based flow cytometry, multiplex. inhibition, % at 10 µM. 190,000 compounds, 0.1% hits. Bim peptide-Mcl-1 binding; in the data active = inhibition above about 40%;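 also: 0% = no compound tracer wells and 100% = peptide blocker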
HRas wt GTP: modulators of GTP binding to HRas wildtype, primary screen, biochemical, bead-based flow cytometry, multiplex; GTPase HRas (Homo sapiens), P01112; GST-Ras wt beads, Bodipy-FL-GTP binding; actives lie on both sides; GTP binding activity, % at 10 µM; 190,000 compounds, 0.14% hits; AID 759, 2007;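 active = GTP binding activity at least 20% away from the 100% baseline, either lowered as inhibitor or raised as activator; inconclusive = flagged as likely green fluorescent, judged across all proteins in the well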;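 also: 0% = unlabeled GTP competition control and 100% = no-compound control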
Target sequence (P01112 whole entry, looked up): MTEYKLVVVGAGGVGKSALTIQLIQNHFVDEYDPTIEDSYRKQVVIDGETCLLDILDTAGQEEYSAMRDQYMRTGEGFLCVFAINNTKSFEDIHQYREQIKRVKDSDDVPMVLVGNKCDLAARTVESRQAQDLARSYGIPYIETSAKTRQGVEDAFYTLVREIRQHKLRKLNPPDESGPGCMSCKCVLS
Starred values were filed as active, the others as inactive; ? = inconclusive; / = not tested or not shown.

SMILES | Cdc42 wt GTP | RGS8-Gao reg | Pf gametocyte | Rab2A wt mod | Rab7 wt modul | Rac1 wt GTP bind | Rac1 mut GTP | Mcl1 Bid PPI | Mcl1-Noxa inh | Bim-Mcl-1 | HRas wt GTP
COc1ccc2nc(NC(=O)c3cc(S(=O)(=O)N4CCOCC4)ccc3C)sc2c1 | 99 | 104 | / | 97 | 97 | 100 | 97 | -28 | -2 | 0 | 99
CCOC(=O)N1CCN(C(=O)CSCC(=O)N=c2sc3ccccc3n2C)CC1 | 103 | 103 | / | 100 | 100 | 102 | 100 | -1 | -9 | -1 | 102
CC1=NN(Cc2ccccc2)C(=O)C1C(c1ccccc1)C(C#N)C#N (stereo unspecified) | 95 | 95 | -7 | 96 | 97 | 97 | 94 | -32 | 14 | 1 | 98
Cc1ccc(C)c2nc(N3CCCC3)c(C#N)cc12 | 101 | 103 | 0 | 96 | 99 | 101 | 97 | -9 | -22 | 0 | 101
CC1=CCP(=O)(c2ccccc2)C1 (stereo unspecified) | 107 | 97 | / | 102 | 99 | 104 | 99 | -4 | -3 | 0 | 100
O=C(CNC(=O)c1ccc(Cl)cc1Cl)NCC(=O)Nc1ccccc1N1CCOCC1 | 102 | 106 | 13 | 103 | 104 | 102 | 97 | -19 | -2 | 0 | 103
CC(=O)Nc1ccc(S(=O)(=O)N2CCN(c3ccccn3)CC2)cc1 | 101 | 96 | / | 97 | 100 | 103 | 99 | 13 | -3 | -2 | 100
C=C(c1ccc(OCCO)cc1)c1ccc(OCCO)cc1 | 100 | 100 | 0 | 99 | 100 | 101 | 98 | 7 | -3 | 0 | 99
Cc1cccc(NC(=O)N(Cc2nc3ccccc3c(=O)[nH]2)C2CCCC2)c1 | 95 | 97 | -4 | 90 | 97 | 92 | 93 | -16 | -3 | 0 | 95
Cc1cc(C)cc(N(C(=O)c2snc(C(N)=O)c2N)C(C(=O)NCC2CCCO2)c2cccs2)c1 (stereo unspecified) | 97 | 100 | -31 | 98 | 97 | 97 | 96 | -14 | -7 | 0 | 98
CCCCSc1nc(CCC)cc(=O)[nH]1 | 102 | 100 | 16 | 99 | 98 | 100 | 99 | -6 | 11 | 0 | 102
CCOC(=O)C(NC(=O)CC(C)C)(Nc1sc2c(c1C(N)=O)CCCC2)C(F)(F)F (stereo unspecified) | 101 | 102 | 3 | 98 | 97 | 104 | 101 | -1 | 31 | 0 | 99
Cc1nc2ncnn2c(C)c1CCC(=O)N1CCc2ccccc21 | 104 | 106 | / | 102 | 102 | 104 | 101 | -8 | 10 | -1 | 103
Fc1cccc(Cc2noc(CN3CCOCC3)n2)c1 | 96 | 108 | 10 | 96 | 94 | 100 | 98 | -30 | 19 | 0 | 98
CSc1nc(C)cc(SCC(=O)N/N=C/c2ccccc2)n1 | ? | 105 | 24 | ? | ? | ? | ? | -13 | 4 | 8 | ?
C=CCNc1nc(-c2ccc(Cl)cc2)cs1 | 104 | 99 | / | 101 | 99 | 104 | 99 | -6 | 5 | -3 | 102
CC(NC(=O)CN(C)Cc1nc2ccccc2c(=O)[nH]1)c1ccccc1 (stereo unspecified) | 99 | 103 | / | 98 | 99 | 106 | 97 | -38 | -51 | -2 | 100
COC(=O)Cc1ccc(NC(=S)N2CCCC(CO)C2)cc1 (stereo unspecified) | 106 | 103 | -3 | 105 | 100 | 105 | 99 | -37 | -5 | 0 | 103
Cc1ccc(CNC(=O)CCCCn2c(=O)[nH]c3ccsc3c2=O)cc1 | 96 | 101 | 5 | 96 | 91 | 98 | 98 | -8 | 5 | 1 | 97
Cc1ccc(/C(N)=N/OC(=O)Oc2ccccc2)cc1 | 104 | 98 | / | 101 | 101 | 110 | 99 | -23 | 16 | -2 | 102
O=C(C(Cc1ccccc1)n1cccc1)N1CCCCC1 (stereo unspecified) | 100 | 101 | / | 99 | 96 | 102 | 99 | -40 | -9 | 0 | 99
Nc1nc2ccc(S(=O)(=O)N3CCCCC3)cc2s1 | 102 | 82 | / | 104 | 100 | 107 | 102 | 35 | 35 | -9 | 101
O=C(O)CSC(C(=O)Nc1ccc(Br)cc1)c1ccc(Cl)cc1 (stereo unspecified) | 94 | 93 | 9 | 102 | 106 | 100 | 91 | 9 | -1 | 0 | 96
COc1ccc(C(=O)c2sc3nc(-c4ccc(OC)cc4)ccc3c2N)cc1 | 101 | 97 | 16 | 102 | 98 | 106 | 104 | 23 | 77* | 0 | 104
c1ccc(CCc2nc(-c3cccnc3)no2)cc1 | 101 | 102 | / | 100 | 100 | 99 | 101 | -2 | 40 | -1 | 101
Cc1cccc2sc(N(CCCN(C)C)C(=O)CN3C(=O)c4ccccc4C3=O)nc12 | 95 | 100 | 15 | 99 | 96 | 102 | 99 | -24 | 5 | 0 | 98
COCCCNC(=O)Cc1coc2ccc3ccccc3c12 | 100 | 98 | 6 | 103 | 105 | 102 | 98 | -44 | 25 | 1 | 101
COC(=O)CSCc1nc2ccccc2[nH]c1=O | 100 | 100 | / | 97 | 99 | 100 | 95 | -17 | 21 | -3 | 98
Cc1ccc(S(=O)(=O)CC(O)COc2ccc(F)cc2Cl)cc1 (stereo unspecified) | 93 | 95 | / | 94 | 92 | 96 | 90 | 9 | 8 | -1 | 92
CCCCCCn1c(SCCCC)nc2c1c(=O)[nH]c(=O)n2C | 97 | 102 | 7 | 93 | 96 | 96 | 96 | -42 | 14 | 2 | 98
O=C(COc1ccc(Cl)cc1)Nc1ccc(Cl)cn1 | 99 | 102 | / | 101 | 99 | 100 | 100 | -15 | -1 | 0 | 103
Cc1cccc2c(CC(=O)O)noc12 | 97 | 101 | 3 | 98 | 92 | 103 | 100 | -12 | -3 | -5 | 98
COc1ccccc1CCc1nnc(CCC(=O)NC(C)Cc2cccs2)o1 (stereo unspecified) | 97 | 102 | 4 | 97 | 94 | 96 | 95 | -7 | -8 | -4 | 95
Cc1cc(C)c(NC(=O)c2ccc(CN3CCc4ccccc4C3)cc2)c(C)c1 | 104 | 98 | / | 104 | 96 | 104 | 101 | -29 | -11 | -1 | 103
COc1ccc(C(C)(C)C)cc1NC(=O)CNc1cccc2ccccc12 | 97 | 102 | / | 97 | 97 | 100 | 99 | -46 | 34 | -4 | 98
O=C(CSc1ncn[nH]1)N1CCN(S(=O)(=O)c2ccc(Cl)cc2)CC1 | 103 | 99 | 6 | 102 | 100 | 107 | 100 | -20 | 5 | -3 | 102
CCOc1ccccc1/C=C(/NC(=O)c1ccccc1)C(=O)NC(C)c1ccccc1 (stereo unspecified) | 100 | 102 | / | 95 | 97 | 102 | 99 | -20 | 3 | -28 | 97
COc1cc(OC)cc(C(=O)NCCCN2CCN(CCCNC(=O)c3cc(OC)cc(OC)c3)CC2)c1 | 102 | 107 | 15 | 100 | 98 | 106 | 100 | -39 | 4 | 1 | 100
CC(C)CNC(=O)c1ccccc1Oc1ccccc1 | 98 | 97 | 2 | 100 | 101 | 100 | 98 | 0 | 3 | 0 | 100
CN(C)CC(C)(C)NS(=O)(=O)c1ccc(Cl)cc1 | 99 | 99 | -1 | 101 | 100 | 103 | 99 | -33 | 4 | -2 | 100
CCOc1cc(C2C3=C(CC(C)(C)CC3=O)Nc3n[nH]c(C)c32)ccc1O (stereo unspecified) | 96 | 99 | / | 96 | 93 | 95 | 95 | -28 | 24 | -2 | 94
CCN(CC)P(=O)(Nc1ccc(SC(F)F)cc1)c1ccc(N(C)C)cc1NC(=O)c1ccco1 (stereo unspecified) | 93 | 113 | 15 | 93 | 99 | 94 | 92 | -16 | 1 | -1 | 91
COc1ccc(-c2cc(-c3ccc(O)cc3)nc(N)c2C#N)cc1OC | 81 | 101 | 4 | 79* | 83 | 69* | 85 | -5 | 30 | 6 | 81
CC(C)Sc1nc2ncnc(N)c2[nH]1 | 95 | 90 | 25 | 97 | 102 | 97 | 93 | -10 | -5 | -3 | 93
COc1ccc(OC)c(S(=O)(=O)N(C)CC(=O)Nc2ccc3c(c2)OCO3)c1 | 100 | 103 | / | 98 | 101 | 106 | 102 | -12 | -2 | -3 | 100
C/C(=N\NC(=O)C(N)=O)c1ccc(NC(=O)c2cccs2)cc1 | 96 | 103 | 3 | 96 | 98 | 99 | 96 | -33 | 36 | 1 | 97
CCC(C)OC(=O)n1ccc(C(=O)Nc2nccs2)n1 (stereo unspecified) | 107 | 121 | / | 98 | 99 | 103 | 99 | 2 | 14 | -7 | 100
Cc1ccc(-c2oc3ncnc(N)c3c2-c2ccc(C)cc2)cc1 | 95 | 102 | / | 95 | 94 | 95 | 95 | -15 | 11 | 1 | 96
CC1(C)CC(=O)C2=C(C1)OC1=C(C(=O)CC(C)(C)C1)C2c1cc([N+](=O)[O-])cc([N+](=O)[O-])c1O | 90 | 102 | / | 92 | 99 | 97 | 89 | -36 | 15 | 0 | 94
COc1ccc(NC(=O)C(NC(=O)c2ccc(=O)[nH]c2)c2ccc(C)cc2)cc1 (stereo unspecified) | 100 | 102 | / | 100 | 99 | 104 | 100 | -20 | 12 | 1 | 100
CCN(CC)C(=S)NC(=O)C12CC3CC(CC(C3)C1)C2 | 100 | 104 | 0 | 98 | 100 | 97 | 97 | -44 | 7 | -3 | 95
CCN(c1ccc(NC(=O)COC(=O)c2ccc(C)s2)cc1)C(C)C | 100 | 102 | / | 94 | 102 | 91 | 88 | -8 | 63* | -1 | 96
Cc1cccc(OCC(=O)NC(=S)Nc2ccc(S(=O)(=O)NC3CCCCC3)cc2)c1 | 98 | 98 | -15 | 97 | 96 | 99 | 97 | -11 | -3 | -2 | 98
